# High-throughput results deposited in PubChem BioAssay by National Center for Advancing Translational Sciences (NCATS).
# Abeta rescue = compounds reversing amyloid beta toxicity in yeast | AID 1347071 | Potency, µM (titrated, usually from 46.1 µM), for inactives: at the top dose growth rescue, actives largely listed as activators | yeast expressing A-beta42, growth rescue, OD600, 48 h; response scale: 0% DMSO, 100% iron-clioquinol control | 410,000 tested, 0.063% active; note: nearly all actives have a fitted effect of over 55% in size
#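 Yeast A-beta toxicity model in growth medium with pinned compounds, 48 h at 30 C; growth read as absorbance at 600 nm. Normalized to FeCl3/clioquinol equimolar mix (positive) and DMSO (negative).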
# FUS yeast rescue = suppressors of FUS proteinopathy in yeast; Potency, µM (doses to about 76.6 µM), for the others: at the highest dose growth rescue (activation), actives largely listed as activators; S. cerevisiae FUS-expressing, growth rescue, OD600, 24 h; 390,000 tested, 0.24% active; AID 1347120;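 note: plate controls were DMSO vehicle for no effect and reference control for full effect; nearly all actives have a fitted effect of over 55% in size; some results filed as inactive show a strong effect at the top dose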
#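 Restored growth of FUS-toxic S. cerevisiae, read as 600 nm absorbance after 24 h at 30C in galactose medium (starting OD 0.005). Controls CP55940 and DMSO.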
# * marks the source's active call; other numbers are inactive results; ? = inconclusive; [ ] = dose if it differs, or a comment. Calls come from the whole dose curve; as a rule, active = well fitted activation curve with a large enough effect; inconclusive = small, poorly fitted or top-dose-only effect; inactive = no such curve, though single readings can be large or run the other way. Potency is the fitted concentration of half-maximal effect.
# Values run as follows: Abeta rescue, FUS yeast rescue
1	CCOc1ccc(NC(=O)CN2C(=O)C(c3ccccc3)=NC23CCCCCC3)cc1
→ 8.3%, 44.4%
2	COc1ccc(C(=O)Nc2nc(-c3nnn(-c4cc(OC)ccc4OC)c3C)ns2)cc1
→ -8.7%, 21.7%
3	CC(=O)Nc1ccc(S(=O)(=O)NCC2CCC(C(=O)NCCc3ccc(C)cc3)CC2)cc1 (stereo not drawn)
→ 0.7%, -6.0%
4	Cc1ccc(CCNC(=O)c2ccc3c(c2)nc2n3CCOC2)cc1
→ 12.7%, -11.0%
5	CCCOc1ccc(Oc2nc(NC)nc(N3CCOCC3)n2)nn1
→ -19.7%, 14.4%
6	CCC(CC)C(=O)Nc1cc(-c2cccc(C)c2)nn1-c1ccccc1
→ -5.8%, 35.3%
7	Cc1ccc(-c2c(C(=O)N3CCN(c4cccc(C)c4)C(C)C3)oc(=O)c3ccccc23)cc1 (stereo not drawn)
→ 10.5%, 6.0%
8	CCOc1cccc(C(=O)N(Cc2ccc(CC)cc2)C2CCS(=O)(=O)C2)c1 (stereo not drawn)
→ -3.9%, 18.7%
9	CCOc1ccc(NC(=O)CN(Cc2ccccc2)S(=O)(=O)c2ccc(Cl)cc2)cc1
→ -9.0%, 11.0%
10	COC(=O)c1ccc(NC(=O)CN(c2cccc(C(F)(F)F)c2)S(C)(=O)=O)cc1
→ ?, 6.9%
11	COc1ccc(Nc2c3c(nc4ccc(NC(=O)/C=C/c5cccc(OC)c5OC)cc24)CCCC3)cc1OC
→ -6.0%, ?
12	COC(=O)c1ccc(CN(Cc2ccc(OC)c(OC)c2)S(=O)(=O)c2ccc(F)c(C(=O)Nc3cc(C)ccc3C)c2)cc1
→ 6.7%, ?
13	CCN(CC)CCNC(=O)C(=O)Nc1c2c(nn1-c1ccc(F)cc1)CSC2
→ 1.6%, 7.1%
14	COc1ccc(NC(=O)Nc2nnc(N(CC(C)C)CC(C)C)s2)c(OC)c1
→ -0.6%, 8.9%
15	COc1ccc(-n2cc(-c3ccccc3)c3c(NCCc4ccc(OC)c(OC)c4)ncnc32)cc1
→ -12.0%, ?
16	O=C(NC1CCCCC1)c1ccc2c(c1)N(Cc1ccc(F)cc1)C(=O)c1ccccc1S2(=O)=O
→ -10.8%, 29.3%
17	COc1cc2nc(SCc3ccc(C)cc3)n3nc(CCn4nc(C)cc4C)nc3c2cc1OC
→ -6.0%, -21.2%
18	CC1(C(=O)NC2CCCCC2)Cc2ccccc2C(=O)N1Cc1ccccc1Cl (stereo not drawn)
→ 8.6%, -25.5%
19	O=c1c(N2CCc3ccccc3C2)csc2ccc(Br)cc12
→ -28.2%, 27.6%
20	Cc1ccc(S(=O)(=O)Nc2ccc3nc(-c4cccc(Cl)c4)oc3c2)cc1
→ 22.9%, 9.6%
21	CC(C)N1CCc2nc(SCC(=O)Nc3cccc(F)c3)[nH]c(=O)c2C1
→ -16.5%, -11.4%
22	N#C/C(=C\c1ccc(OCc2ccc(Cl)cc2Cl)cc1)c1nc2ccccc2[nH]1
→ -59.7%[inhibitor], 18.7%
23	COc1ccc(NC(=O)CSc2ccc3nc(-c4ccccc4)cn3n2)cc1OC
→ -16.2%, 11.6%
24	Cc1ccccc1-c1noc(CSc2nnc(Cc3ccccc3)n2-c2ccc(F)cc2)n1
→ 2.1%, ?
25	Cc1ccc(C)c(CN2C(=O)c3ccccc3S(=O)(=O)c3ccc(C(=O)N4CCOCC4)cc32)c1
→ -11.6%, 28.2µM*
26	Cc1ccccc1CNC(=O)c1cnc2sc(N3CCOCC3)nn2c1=O
→ -4.5%, 16.5%
27	CCCCCOC(=O)CSc1nc2sc3c(c2c(=O)n1Cc1ccccc1)CC(C)(C)OC3
→ -2.8%, 28.8%
28	Cc1ccc(CNC(=O)c2cc3c(s2)-c2ccccc2SC3)cc1
→ -9.7%, 19.0%
29	Cc1ccccc1Cn1c(=O)n(CC2CCC(C(=O)N3CCOCC3)CC2)c(=O)c2sccc21 (stereo not drawn)
→ -35.8%, -7.8%
30	CCc1ccc(NC(=O)CSc2nc3ncccc3[nH]2)cc1
→ 2.7%, 15.8%
31	CCSc1ncc(Cl)c(C(=O)Nc2c(C(=O)Nc3ccc(Cl)cc3)oc3ccccc23)n1
→ -18.6%, -36.2%
32	Cc1ccc(N2CCN(c3ncnc4onc(-c5ccc(F)cc5)c34)CC2)c(C)c1
→ -14.0%, -13.7%
33	CCOC(=O)c1c(-c2ccc(Br)cc2)csc1NC(=O)c1ccc(C(C)(C)C)cc1
→ -31.2%, -21.1%
34	CCc1nnc(SC(CC)C(=O)NCCOC)c2cc3occc3n12 (stereo not drawn)
→ -14.4%, -14.3%
35	CCOc1ccc(C2CC(=O)N(c3cccc(F)c3)C3=C2C(=O)OC3)cc1 (stereo not drawn)
→ -10.6%, -10.1%
36	CCOC(=O)c1cc(C)n(CC2CCC(C(=O)Nc3ccc(C(=O)OC)cc3)CC2)c1C (stereo not drawn)
→ 0.2%, 7.1%
37	Cc1ccc(Cl)cc1NC(=O)Cn1c(=O)oc2cc(S(=O)(=O)N3CCCC3)ccc21
→ -6.9%, -0.1%
38	O=C(O)c1ccc(N2C(=O)c3[nH]nc(-c4ccccc4)c3C2c2cccc(F)c2)cc1 (stereo not drawn)
→ -3.0%, 8.2%
39	Cc1ccc(S(=O)(=O)CC(=O)Nc2sc3c(c2C(N)=O)CCCC3)cc1
→ -18.1%, 18.9%
40	CCCCC(=O)Nc1nnc(S(=O)(=O)N(C)Cc2ccc(Cl)cc2)s1
→ -1.5%, -3.8%
41	CC(C)c1ccc(NC(=O)C2CCCN2S(=O)(=O)c2ccc3nc(-c4ccccc4)[nH]c3c2)cc1 (stereo not drawn)
→ 3.5%, 8.9%
42	CCCNC(=O)C1CCC(Cn2c(=O)c3sccc3n(CC(=O)N3CCCC3)c2=O)CC1 (stereo not drawn)
→ -18.6%, -3.4%
43	Cc1ccccc1NC(=O)CSc1cn(CC(=O)N(C(C)C)C(C)C)c2ccccc12
→ 3.6%, -6.3%
44	CCN(C(=O)c1cc(S(=O)(=O)N2CCOCC2)cn1C)c1ccc(OC)cc1
→ -7.0%, -8.6%
45	Brc1ccc(-n2nc(-c3ccccc3)c3cnc4cc5c(cc4c32)OCO5)cc1
→ -12.6%, -1.8%
46	COc1cccc(CNC(=O)Cn2cccc2C(=O)c2ccccc2)c1
→ -4.7%, -15.9%
47	COc1ccc(N2C(N)=C(C#N)C(c3cc(CN4CCOCC4)cs3)C3=C2CCCC3=O)cc1 (stereo not drawn)
→ -7.6%, 34.8%
48	Cc1ccc2oc(C(=O)Nc3cccc(-c4nc5ccccc5s4)c3)c(C)c2c1
→ -10.1%, 9.0%
49	O=C(Nc1cccc(Cl)c1)c1ccc2c(c1)CCN2S(=O)(=O)c1ccccc1
→ 7.9%, 36.8%
50	COc1ccc(NC(=O)CSc2nc(-c3ccccc3)nc3c2Cc2c(CO)cnc(C)c2O3)cc1Cl
→ -15.5%, -2.1%

# Further records.
# Values run as follows: Abeta rescue, FUS yeast rescue
51	CCCCNC(=O)C(CC)Sc1nnc(-c2ccc(OC)c(OC)c2)c(-c2ccc(OC)c(OC)c2)n1 (stereo not drawn)
→ -12.0%, 21.5%
52	CCc1cccc(C)c1NC(=O)CN1C(=O)c2ccccc2Sc2ncccc21
→ -17.0%, 24.9%
53	Cc1ccc(-c2cc(-c3ccccc3)c(C#N)c(SCC(O)CS(=O)(=O)Cc3ccccc3)n2)cc1 (stereo not drawn)
→ -10.7%, 11.8%
54	O=C(CSc1nc2c([nH]c3ccccc32)c(=O)n1-c1ccccc1)N1CCCC1
→ -5.9%, 0.2%
55	Cc1ccccc1OCc1nnc(SCc2cc(=O)c3ccc(C)c(C)c3[nH]2)n1C
→ 4.6%, -16.1%
56	CCc1nnc(SCc2ccc(F)cc2Cl)c2cc3sccc3n12
→ -9.7%, -26.6%
57	COc1cc(NC(=O)CC2C(=O)N(c3ccccc3)C(=O)N2Cc2ccc(F)cc2)cc(OC)c1 (stereo not drawn)
→ -2.7%, 15.0%
58	O=C(NCCc1ccccc1Cl)C1CCN(c2nc3ccccc3nc2C(F)(F)F)CC1
→ -19.3%, -1.7%
59	COc1ccc(-c2cc3nc(C4CCN(C(=O)OC(C)(C)C)CC4)c(C(=O)Nc4cc(C)cc(C)c4)cn3n2)cc1
→ -10.9%, -18.9%
60	Cn1c(SCC(=O)Nc2nc3ccccc3s2)ncc(C(=O)Nc2ccccc2)c1=O
→ -8.0%, -8.6%
61	COc1ccc(CCNC(=O)c2csc3c2CCCCC3)c(OC)c1
→ -0.5%, 5.4%
62	Cc1cccc2c1-c1sc(C(=O)N(C)c3cccc(Cl)c3)cc1CO2
→ 1.3%, 25.6%
63	COc1cc(OC)c(NC(=O)Nc2nnc(N(C)C3CCCCC3)s2)cc1Cl
→ 0.4%, -16.1%
64	CCCn1c(=O)sc2cc(NC(=O)COc3ccc(Cl)cc3)ccc21
→ 2.9%, 6.6%
65	O=C(Cc1ccc(NC(=O)N2CCCCc3ccccc32)cc1)NCc1ccccc1Br
→ -5.6%, ?
66	CCOc1cc(-c2nnc(SCC(=O)NCCCOC)nc2-c2ccc(OC)c(OCC)c2)ccc1OC
→ 0.5%, ?
67	O=C(Cn1c(=O)n(-c2cccc(Cl)c2)c(=O)c2sc3ccccc3c21)NC1CCCCC1
→ -18.6%, -13.1%
68	Cc1ccc(CNC(=O)CN(c2cccc(C)c2C)S(=O)(=O)c2ccccc2)cc1
→ -28.6%, ?
69	COc1ccccc1NC(=O)Cn1c(=O)n(CCCCCC(=O)NCc2ccccc2)c(=O)c2sccc21
→ -12.3%, -20.1%
70	COC(=O)c1c(NC(=O)c2ccc(C(C)(C)C)cc2)sc2c1CCC(C)C2 (stereo not drawn)
→ -11.4%, -4.3%
71	Cc1ccc(NC(=O)/C(C#N)=C\c2ccc(Cl)cc2Cl)cc1C
→ -3.5%, 7.1%
72	COc1ccccc1NC(=O)Cn1c(=O)n(Cc2ccco2)c(=O)c2cccnc21
→ -17.8%, 15.3%
73	Cc1cccc2nc(-c3cccnc3)c(Nc3ccc(C(C)C)cc3)n12
→ 20.1%, 6.8%
74	CCN(CC)c1nn2c(=O)c(C(=O)NCCc3cccc(C)c3)cnc2s1
→ -10.9%, 30.9%
75	Cc1nn2c(C)c(C(=O)NCC(C)c3ccccc3)cnc2c1-c1ccccc1 (stereo not drawn)
→ -2.1%, 40.4%
76	O=C(Nc1ccc2nc(SCC(=O)N3CCc4ccccc43)sc2c1)c1ccccc1F
→ -21.7%, -3.3%

# Structures from the list above containing an aryl thioether with sulfur outside any ring (18):
# Values run as follows: Abeta rescue, FUS yeast rescue
17	COc1cc2nc(SCc3ccc(C)cc3)n3nc(CCn4nc(C)cc4C)nc3c2cc1OC
→ -6.0%, -21.2%
21	CC(C)N1CCc2nc(SCC(=O)Nc3cccc(F)c3)[nH]c(=O)c2C1
→ -16.5%, -11.4%
23	COc1ccc(NC(=O)CSc2ccc3nc(-c4ccccc4)cn3n2)cc1OC
→ -16.2%, 11.6%
24	Cc1ccccc1-c1noc(CSc2nnc(Cc3ccccc3)n2-c2ccc(F)cc2)n1
→ 2.1%, ?
27	CCCCCOC(=O)CSc1nc2sc3c(c2c(=O)n1Cc1ccccc1)CC(C)(C)OC3
→ -2.8%, 28.8%
30	CCc1ccc(NC(=O)CSc2nc3ncccc3[nH]2)cc1
→ 2.7%, 15.8%
31	CCSc1ncc(Cl)c(C(=O)Nc2c(C(=O)Nc3ccc(Cl)cc3)oc3ccccc23)n1
→ -18.6%, -36.2%
34	CCc1nnc(SC(CC)C(=O)NCCOC)c2cc3occc3n12 (stereo not drawn)
→ -14.4%, -14.3%
43	Cc1ccccc1NC(=O)CSc1cn(CC(=O)N(C(C)C)C(C)C)c2ccccc12
→ 3.6%, -6.3%
50	COc1ccc(NC(=O)CSc2nc(-c3ccccc3)nc3c2Cc2c(CO)cnc(C)c2O3)cc1Cl
→ -15.5%, -2.1%
51	CCCCNC(=O)C(CC)Sc1nnc(-c2ccc(OC)c(OC)c2)c(-c2ccc(OC)c(OC)c2)n1 (stereo not drawn)
→ -12.0%, 21.5%
53	Cc1ccc(-c2cc(-c3ccccc3)c(C#N)c(SCC(O)CS(=O)(=O)Cc3ccccc3)n2)cc1 (stereo not drawn)
→ -10.7%, 11.8%
54	O=C(CSc1nc2c([nH]c3ccccc32)c(=O)n1-c1ccccc1)N1CCCC1
→ -5.9%, 0.2%
55	Cc1ccccc1OCc1nnc(SCc2cc(=O)c3ccc(C)c(C)c3[nH]2)n1C
→ 4.6%, -16.1%
56	CCc1nnc(SCc2ccc(F)cc2Cl)c2cc3sccc3n12
→ -9.7%, -26.6%
60	Cn1c(SCC(=O)Nc2nc3ccccc3s2)ncc(C(=O)Nc2ccccc2)c1=O
→ -8.0%, -8.6%
66	CCOc1cc(-c2nnc(SCC(=O)NCCCOC)nc2-c2ccc(OC)c(OCC)c2)ccc1OC
→ 0.5%, ?
76	O=C(Nc1ccc2nc(SCC(=O)N3CCc4ccccc43)sc2c1)c1ccccc1F
→ -21.7%, -3.3%

# A different layout for some results above.
(16) O=C(NC1CCCCC1)c1ccc2c(c1)N(Cc1ccc(F)cc1)C(=O)c1ccccc1S2(=O)=O
  Abeta rescue = -10.8%	FUS yeast rescue = 29.3%
(17) COc1cc2nc(SCc3ccc(C)cc3)n3nc(CCn4nc(C)cc4C)nc3c2cc1OC
  Abeta rescue = -6.0%	FUS yeast rescue = -21.2%

# Not all compounds are listed; rates above refer to the full screens.
